Compound activity (PubChem)
TRPC6 inh – mouse TRPC6 channel inhibitors, primary screen, cell-based, HEK293, membrane potential dye; Short transient receptor potential channel 6 (Mus musculus), Q61143; ACh-evoked depolarization; stronger effect = lower value; B-score at 10 µM; 310,000 compounds, 1.1% hits;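 active = B-score under library mean minus 3 SD, initial fluorescence not abnormally high, positive integrated signal ratio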;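 note: B-score derived from integrated fluorescence ratio over the kinetic read; more negative B-score means stronger inhibition of depolarization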
TRPC4 act – activators of mouse TRPC4 channel, primary screen, Fluo4 calcium, HEK293 TRPC4beta/mu-opioid cells | Short transient receptor potential channel 4 (Mus musculus), Q9QUQ5 | Fluo4 calcium fluorescence; stronger effect = higher value | B-score at 10 µM | 310,000 compounds, 0.49% hits | AID 2237, 2010;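 active = B-score above 5 SD of library B-scores, and initial fluorescence ratio not above library mean plus 5 SD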;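 note: positive B-score marks a calcium rise read as TRPC4 activation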
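System: HEK293 cells stably co-expressing mouse TRPC4beta and mu-opioid receptor; Schedule: Fluo4 dye loading 45 min at room temperature, 110 s recording; Detection: Fluo4 fluorescence, kinetic; Evaluation: B-scored integrated calcium fluorescence ratio; Controls: buffer (low) and maximal DAMGO (high).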
TRPC6 activator – mouse TRPC6 channel activators, primary screen, cell-based, HEK293, membrane potential dye; 310,000 compounds, 0.13% hits; B-score at 10 µM; Short transient receptor potential channel 6 (Mus musculus), Q61143; HEK293-TRPC6 membrane potential dye fluorescence; stronger effect = higher value;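 active = B-score of the integrated fluorescence ratio above library mean plus 3 SD, and starting fluorescence ratio within library mean plus 5 SD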;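 note: higher score means more depolarization so channel activation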
MrgX1 antagonist – antagonists of human MrgX1 receptor, primary screen, HEK293 cells, Fluo-4 calcium flux | Mas-related G-protein coupled receptor member X1 (Homo sapiens), Q96LB2 | AID 588676, 2011 | BAM8-22 antagonism; stronger effect = lower value | B-score at 10 µM | 310,000 compounds, 1.3% hits;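 active = calcium-response B-score plate-corrected more than 3 library SD below zero, starting fluorescence within 5 deviations, no agonist response on first addition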;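 note: peak minus trough fluorescence over baseline after final BAM8-22 challenge near maximal dose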
Target sequence (Q96LB2 whole entry, looked up): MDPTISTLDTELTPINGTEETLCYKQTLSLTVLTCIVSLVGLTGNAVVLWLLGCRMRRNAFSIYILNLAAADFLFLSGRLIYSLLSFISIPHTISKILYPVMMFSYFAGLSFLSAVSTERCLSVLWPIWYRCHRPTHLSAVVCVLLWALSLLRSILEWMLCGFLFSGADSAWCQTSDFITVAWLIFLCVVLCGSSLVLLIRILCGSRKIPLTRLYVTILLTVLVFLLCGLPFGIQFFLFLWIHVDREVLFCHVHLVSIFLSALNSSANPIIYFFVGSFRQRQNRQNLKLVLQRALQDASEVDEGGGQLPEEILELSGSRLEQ
ANO1 block – TMEM16A chloride channel inhibitors, primary screen, cell-based, HTS | HEK293 TMEM16A/YFP iodide influx fluorescence, ionomycin | normalized B-score (activity score, 25-100; higher = stronger inhibition) at 10 µM | 310,000 compounds, 1.2% hits;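 active = ratio plate-corrected score three or more library SD toward inhibition, starting fluorescence score within five deviations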;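 note: score derived from kinetic fluorescence span divided by baseline fluorescence per well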
ANO1 activ – TMEM16A chloride channel activators or potentiators, primary screen, cell-based, HTS. 340,000 compounds, 0.3% hits. Anoctamin-1 (Mus musculus), Q8BHY3. B-score at 10 µM. HEK293 TMEM16A/YFP-H148Q/I152L, iodide quench fluorescence; stronger effect = lower value;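 active = fluorescence-ratio B-score plate-corrected deviation score at least 3 library SD below zero, with starting fluorescence score within 5 deviations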;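 note: channel opened by trigger with iodide after compound preincubation; score built on the fluorescence ratio of max minus min over baseline; more negative score means more quench and so TMEM16A activation or potentiation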
TRPC4 potent – positive allosteric modulators of TRPC4, primary screen, cell-based, mouse TRPC4beta, HEK293 mu-opioid, Fluo-4 calcium | DAMGO EC20, Fluo-4 Ca2+ flux; stronger effect = higher value | B-score at 10 µM | 310,000 compounds, 0.42% hits | AID 2227, 2009;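 active = B-score of calcium response area above 5 SD of library B-scores, with initial fluorescence ratio within 5 SD of library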;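 note: B-score of integrated fluorescence ratio over time as area under calcium response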
MrgX1 ag – agonists of human MrgX1 receptor, primary screen, HEK293 cells, Fluo-4 calcium flux | Mas-related G-protein coupled receptor member X1 (Homo sapiens), Q96LB2 | Fluo-4 calcium fluorescence, agonist mode; stronger effect = higher value | B-score at 10 µM | 310,000 compounds, 0.44% hits | AID 588627, 2011;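 active = calcium response B-score plate-corrected fluorescence ratio at least 3 library SD, with starting fluorescence B-score inside 5 SD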
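Test system: HEK293 cells stably expressing human MrgX1 receptor; amount: 15,000 cells per well; doses: compound delivered in addition one of three; times: overnight plating before 1 h dye loading; detection: Fluo-4 NW calcium-flux fluorescence, kinetic read; read-out basis: B-scored fluorescence response ratio; controls: positive and negative controls per plate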
MrgX1 PAM – positive allosteric modulators of MrgX1, primary screen, HEK293 cells, Fluo-4 calcium flux. Mas-related G-protein coupled receptor member X1 (Homo sapiens), Q96LB2. FDSS; stronger effect = higher value. B-score at 10 µM. 310,000 compounds, 0.63% hits. AID 588675, 2011;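 active = plate-corrected calcium response at least 3 library SD above typical, normal starting fluorescence, not activating the receptor alone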;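 note: compound read alongside a low EC10 to EC30 dose of BAM8-22 agonist; peak minus trough fluorescence over baseline measured at the second addition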
RGS4 inh – RGS4 inhibitors, primary screen, cell-based, HEK293 M3R inducible RGS4, calcium flux | Regulator of G-protein signaling 4 (Homo sapiens), P49798 | Fluo-4 calcium flux; stronger effect = higher value; triggered by carbachol at its EC20 | B-score at 10 µM | 310,000 compounds, 0.45% hits | AID 463165, 2010;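 active = B-score, a plate-corrected calcium signal, over three deviations above library mean, with baseline fluorescence within five deviations of library mean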;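 note: RGS4 expression induced by doxycycline in cells with stable M3 receptor; B-score is computed from the integrated fluorescence ratio over baseline after carbachol; higher B-score means a larger calcium signal and so more RGS4 inhibition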
Target sequence (P49798 whole entry, looked up): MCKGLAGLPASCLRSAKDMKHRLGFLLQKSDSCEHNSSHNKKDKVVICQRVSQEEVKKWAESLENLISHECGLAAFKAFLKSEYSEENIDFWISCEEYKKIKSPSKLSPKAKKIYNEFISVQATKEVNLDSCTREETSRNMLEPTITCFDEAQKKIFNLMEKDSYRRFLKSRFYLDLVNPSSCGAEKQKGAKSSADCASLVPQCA
TRPC4 block – inhibitors of mouse TRPC4 channel, primary screen, Fluo4 calcium, HEK293 TRPC4beta/mu-opioid cells. B-score at 10 µM. Short transient receptor potential channel 4 (Mus musculus), Q9QUQ5. 300,000 compounds, 0.39% hits. AID 2247, 2010. DAMGO-evoked Fluo4 calcium flux; stronger effect = lower value;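 active = B-score over 3 SD under the library average, no early fluorescence shift, positive overall ratio signal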
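Material: HEK293 cells with stable TRPC4beta plus mu-opioid receptor expression; probe or stimulus: DAMGO in two steps, submaximal then maximal; technique: Fluo4 calcium fluorescence by kinetic imaging, 5 s 1 Hz baseline; measure: integrated fluorescence ratio relative to baseline, converted to per-well B score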
Calls only.

How did CSc1nnc(C)c(=O)n1COC(=O)COc1ccccc1 do in these assays?
TRPC6 inh: inactive; TRPC4 act: inactive; TRPC6 activator: inactive; MrgX1 antagonist: inactive; ANO1 block: inactive; ANO1 activ: inactive; TRPC4 potent: inactive; MrgX1 ag: inactive; MrgX1 PAM: inactive; RGS4 inh: inactive; TRPC4 block: inactive

What do the screens show for `COCCn1c(C(C)C)nc2sc3ccccc3c(=O)c2c1=O`?
TRPC6 inh: inactive; TRPC4 act: inactive; TRPC6 activator: inactive; MrgX1 antagonist: inactive; ANO1 block: inactive; ANO1 activ: inactive; TRPC4 potent: inactive; MrgX1 ag: inactive; MrgX1 PAM: inactive; RGS4 inh: inactive; TRPC4 block: inactive

Results for CSc1nsc(SC)c1CO ?
TRPC6 inh: inactive; TRPC4 act: inactive; TRPC6 activator: inactive; MrgX1 antagonist: inactive; ANO1 block: inactive; ANO1 activ: inactive; TRPC4 potent: inactive; MrgX1 ag: inactive; MrgX1 PAM: inactive; RGS4 inh: inactive; TRPC4 block: inactive

What do the screens show for `CCCCn1c(Cc2ccccc2)nnc1SCC(=O)Nc1cc(C)on1`?
TRPC6 inh: inactive; TRPC4 act: inactive; TRPC6 activator: inactive; MrgX1 antagonist: inactive; ANO1 block: inactive; ANO1 activ: inactive; TRPC4 potent: inactive; MrgX1 ag: inactive; MrgX1 PAM: inactive; RGS4 inh: inactive; TRPC4 block: inactive

Results for COC(=O)CC1C(C(=O)OC)ON2OC(C(=O)OC)C(C(=O)OC)C12 (configuration not stated) ?
TRPC6 inh: inactive; TRPC4 act: inactive; TRPC6 activator: inactive; MrgX1 antagonist: inactive; ANO1 block: inactive; ANO1 activ: inactive; TRPC4 potent: inactive; MrgX1 ag: inactive; MrgX1 PAM: inactive; RGS4 inh: inactive; TRPC4 block: inactive

How did COC(=O)c1c(-c2ccc(C)cc2)csc1NC(=S)NC(=O)c1ccc(F)cc1 do in these assays?
TRPC6 inh: inactive; TRPC4 act: inactive; TRPC6 activator: inactive; MrgX1 antagonist: inactive; ANO1 block: inactive; ANO1 activ: inactive; TRPC4 potent: inactive; MrgX1 ag: inactive; MrgX1 PAM: inactive; RGS4 inh: inactive; TRPC4 block: inactive

What do the screens show for `CN(C)c1ccc(/C=N/NC(=S)NCc2ccccc2)cc1`?
TRPC6 inh: inactive; TRPC4 act: inactive; TRPC6 activator: inactive; MrgX1 antagonist: inactive; ANO1 block: inactive; ANO1 activ: inactive; TRPC4 potent: inactive; MrgX1 ag: inactive; MrgX1 PAM: inactive; RGS4 inh: inactive; TRPC4 block: inactive

What do the screens show for `CC1CCc2sc3ncnc(N4CCN(C)CC4)c3c2C1` (configuration not stated)?
TRPC6 inh: inactive; TRPC4 act: inactive; TRPC6 activator: inactive; ANO1 activ: inactive; TRPC4 potent: inactive; RGS4 inh: inactive; TRPC4 block: inactive

How did CCC(CC)NC(=O)c1cccc(Br)c1 do in these assays?
TRPC6 inh: inactive; TRPC4 act: inactive; TRPC6 activator: inactive; MrgX1 antagonist: inactive; ANO1 block: inactive; ANO1 activ: inactive; TRPC4 potent: inactive; MrgX1 ag: inactive; MrgX1 PAM: inactive; RGS4 inh: inactive; TRPC4 block: inactive

How did COC(=O)COc1ccc2oc(=O)cc(-c3cc4ccccc4o3)c2c1 do in these assays?
TRPC6 inh: inactive; TRPC4 act: inactive; TRPC6 activator: inactive; MrgX1 antagonist: inactive; ANO1 block: inactive; ANO1 activ: inactive; TRPC4 potent: inactive; MrgX1 ag: inactive; MrgX1 PAM: inactive; RGS4 inh: inactive; TRPC4 block: inactive

How did COc1ccccc1N1CCN(C2CCN(C(=O)c3cccs3)CC2)CC1 do in these assays?
TRPC6 inh: inactive; TRPC4 act: inactive; TRPC6 activator: inactive; MrgX1 antagonist: inactive; ANO1 block: inactive; ANO1 activ: inactive; TRPC4 potent: inactive; MrgX1 ag: inactive; MrgX1 PAM: inactive; RGS4 inh: inactive; TRPC4 block: inactive

How did COc1ccc(/C=C/c2nc(S(=O)(=O)c3ccccc3)c(N(C)C)o2)cc1 do in these assays?
TRPC6 inh: inactive; TRPC4 act: inactive; TRPC6 activator: inactive; MrgX1 antagonist: inactive; ANO1 block: inactive; ANO1 activ: inactive; TRPC4 potent: inactive; MrgX1 ag: inactive; MrgX1 PAM: inactive; RGS4 inh: inactive; TRPC4 block: inactive

How did CC1CCCN(C(=O)C2CCN(c3nc(-c4ccccc4)nc4c3CCC4)CC2)C1 (configuration not stated) do in these assays?
TRPC6 inh: inactive; TRPC4 act: inactive; TRPC6 activator: inactive; MrgX1 antagonist: inactive; ANO1 block: inactive; ANO1 activ: inactive; TRPC4 potent: inactive; MrgX1 ag: inactive; MrgX1 PAM: inactive; RGS4 inh: inactive; TRPC4 block: inactive

Results for COc1ccc2c(c1)c(C(=O)CN1CCC3(CC1)OCCO3)c(C)n2C ?
TRPC6 inh: inactive; TRPC4 act: inactive; TRPC6 activator: inactive; MrgX1 antagonist: inactive; ANO1 block: inactive; ANO1 activ: inactive; TRPC4 potent: inactive; MrgX1 ag: inactive; MrgX1 PAM: inactive; RGS4 inh: inactive; TRPC4 block: inactive

Results for COc1ccc(N(C(=O)c2cnsn2)C(C(=O)NC2CCCCC2)c2ccncc2)cc1 (configuration not stated) ?
TRPC6 inh: inactive; TRPC4 act: inactive; TRPC6 activator: inactive; MrgX1 antagonist: inactive; ANO1 block: inactive; ANO1 activ: inactive; TRPC4 potent: inactive; MrgX1 ag: inactive; MrgX1 PAM: inactive; RGS4 inh: inactive; TRPC4 block: inactive

What do the screens show for `Cc1ccc(S[C@@H](CCN2CC[C@H](C(C)(C)C)CCC2=O)c2ccccc2)cc1`?
TRPC6 inh: inactive; TRPC4 act: inactive; TRPC6 activator: inactive; MrgX1 antagonist: inactive; ANO1 block: inactive; ANO1 activ: inactive; TRPC4 potent: inactive; MrgX1 ag: inactive; MrgX1 PAM: inactive; RGS4 inh: inactive; TRPC4 block: inactive

What do the screens show for `C[C@H](NC(=O)c1nc[nH]c1C(=O)NCC(=O)OCc1ccccc1)C(=O)OCc1ccccc1`?
TRPC6 inh: inactive; TRPC4 act: inactive; TRPC6 activator: inactive; MrgX1 antagonist: inactive; ANO1 block: inactive; ANO1 activ: inactive; TRPC4 potent: inactive; MrgX1 ag: inactive; MrgX1 PAM: inactive; RGS4 inh: inactive; TRPC4 block: inactive

Results for Cc1ccccc1-c1nc(Cc2ccc(Cl)cc2)no1 ?
TRPC6 inh: inactive; TRPC4 act: inactive; TRPC6 activator: inactive; MrgX1 antagonist: inactive; ANO1 block: inactive; ANO1 activ: inactive; TRPC4 potent: inactive; MrgX1 ag: inactive; MrgX1 PAM: inactive; RGS4 inh: inactive; TRPC4 block: inactive

Results for CCCC1=C(C(=O)OCC)C(/C=C/c2ccccc2)n2ncnc2N1 (configuration not stated) ?
TRPC6 inh: inactive; TRPC4 act: inactive; TRPC6 activator: inactive; MrgX1 antagonist: inactive; ANO1 block: inactive; ANO1 activ: inactive; TRPC4 potent: inactive; MrgX1 ag: inactive; MrgX1 PAM: inactive; RGS4 inh: inactive; TRPC4 block: inactive

What do the screens show for `Cc1c(Br)c([N+](=O)[O-])nn1C(C)C(=O)NCc1cccs1` (configuration not stated)?
TRPC6 inh: inactive; TRPC4 act: inactive; TRPC6 activator: inactive; MrgX1 antagonist: inactive; ANO1 block: inactive; ANO1 activ: inactive; TRPC4 potent: inactive; MrgX1 ag: inactive; MrgX1 PAM: inactive; RGS4 inh: inactive; TRPC4 block: inactive

How did CN(C)S(=O)(=O)N1CCN(c2cccc(Cl)c2)CC1 do in these assays?
TRPC6 inh: inactive; TRPC4 act: inactive; TRPC6 activator: inactive; MrgX1 antagonist: inactive; ANO1 block: inactive; ANO1 activ: inactive; TRPC4 potent: inactive; MrgX1 ag: inactive; MrgX1 PAM: inactive; RGS4 inh: inactive; TRPC4 block: inactive

How did Cc1cc(NS(=O)(=O)c2ccc(NC(=O)c3cc4cc(Br)ccc4oc3=O)cc2)no1 do in these assays?
TRPC6 inh: inactive; TRPC4 act: inactive; TRPC6 activator: inactive; MrgX1 antagonist: inactive; ANO1 block: inactive; ANO1 activ: inactive; TRPC4 potent: inactive; MrgX1 ag: inactive; MrgX1 PAM: inactive; RGS4 inh: inactive; TRPC4 block: inactive

What do the screens show for `COC(=O)c1ccccc1N(C)S(=O)(=O)c1cc2c3c(c1)CCC(=O)N3CCC2`?
TRPC6 inh: inactive; TRPC4 act: inactive; TRPC6 activator: inactive; MrgX1 antagonist: inactive; ANO1 block: inactive; ANO1 activ: inactive; TRPC4 potent: inactive; MrgX1 ag: inactive; MrgX1 PAM: inactive; RGS4 inh: inactive; TRPC4 block: inactive

What do the screens show for `Cc1cccc(OCCC(=O)OCC(=O)N2CCc3ccccc32)c1`?
TRPC6 inh: inactive; TRPC4 act: inactive; TRPC6 activator: inactive; MrgX1 antagonist: inactive; ANO1 block: inactive; ANO1 activ: inactive; TRPC4 potent: inactive; MrgX1 ag: inactive; MrgX1 PAM: inactive; RGS4 inh: inactive; TRPC4 block: inactive
